High-throughput results as filed in PubChem BioAssay.
ATXN viability: viability counter-screen for ATXN expression inhibitors; AID 651635; hit rate 0.49% among 400,000; S2 cells (HEK-293 line with an ATXN2-luciferase reporter) viability, CellTiter-Fluor protease fluorescence, 24 h; Potency, µM (highest dose often 56.7 µM), usual class: cytotoxic; also: nearly all actives have a fitted effect of over 40% in size
EPAC2 antag: antagonists of human EPAC2; hit rate 0.18% among 360,000; Q8WZA2; Potency, µM (highest dose often 114 µM), for inactives: at the top dose activity, negative = inhibition, usual class: inhibitors; EPAC2 GEF exchange of Rap1B-BODIPY-GDP, fluorescence; AID 720708; also: % is scaled to controls: 0 for no effect and ±100 for the full control effect; nearly all actives have a fitted effect of over 45% in size; many of its hits are not listed in these tables
Target sequence (Q8WZA2 whole entry, looked up): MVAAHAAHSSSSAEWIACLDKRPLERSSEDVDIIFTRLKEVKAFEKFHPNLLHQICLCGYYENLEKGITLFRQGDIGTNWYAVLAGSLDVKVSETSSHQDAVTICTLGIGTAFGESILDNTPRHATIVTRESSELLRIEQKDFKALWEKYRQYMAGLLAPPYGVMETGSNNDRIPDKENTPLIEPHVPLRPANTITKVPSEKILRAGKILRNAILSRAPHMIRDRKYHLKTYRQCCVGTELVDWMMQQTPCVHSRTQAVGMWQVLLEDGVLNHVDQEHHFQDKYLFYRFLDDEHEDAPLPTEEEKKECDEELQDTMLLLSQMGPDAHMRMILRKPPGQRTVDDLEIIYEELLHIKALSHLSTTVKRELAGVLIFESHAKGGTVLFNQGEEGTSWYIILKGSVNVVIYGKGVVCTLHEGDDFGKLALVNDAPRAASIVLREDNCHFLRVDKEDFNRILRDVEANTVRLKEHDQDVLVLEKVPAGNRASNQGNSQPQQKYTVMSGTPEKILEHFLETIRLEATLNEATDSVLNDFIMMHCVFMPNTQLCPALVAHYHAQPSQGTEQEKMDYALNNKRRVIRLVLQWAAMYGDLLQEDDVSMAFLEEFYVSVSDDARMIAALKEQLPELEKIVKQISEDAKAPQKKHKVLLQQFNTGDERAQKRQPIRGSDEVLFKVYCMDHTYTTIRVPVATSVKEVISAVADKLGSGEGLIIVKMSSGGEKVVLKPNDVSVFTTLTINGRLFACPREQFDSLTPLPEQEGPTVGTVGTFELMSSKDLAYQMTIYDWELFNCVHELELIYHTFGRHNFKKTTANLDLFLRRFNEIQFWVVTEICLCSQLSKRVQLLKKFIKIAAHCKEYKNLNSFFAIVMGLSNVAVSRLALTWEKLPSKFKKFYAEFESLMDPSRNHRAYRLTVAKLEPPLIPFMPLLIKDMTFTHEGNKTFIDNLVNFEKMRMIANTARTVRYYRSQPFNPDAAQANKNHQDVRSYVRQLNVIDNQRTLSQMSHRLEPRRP
MCF10A rereplic: DNA re-replication induction in MCF 10a cells; hit rate 2.9% among 350,000; Potency, µM (doses to about 46.1 µM), without a hit: top-dose activity, positive = re-replication, hits mostly activators; MCF 10A DNA re-replication, Hoechst nuclear intensity, 48 h; also: % of control where 0% means no effect; nearly all actives have a fitted effect of over 50% in size
ATXN2 expr inh: inhibitors of ATXN2 expression; HEK-293 ATXN2-luciferase reporter, luminescence, 24 h; Potency, µM (highest dose often 57 µM), inactives show at the top dose activity change, negative = inhibition, hits mostly inhibitors; hit rate 0.72% among 360,000; AID 1745845; also: % is scaled to controls: 0 for no effect and ±100 for the full control effect; nearly all actives have a fitted effect of over 55% in size
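qHTS (up to 57 uM final) was run with 24 h compound exposure of reporter cells at 37 °C. Each well was multiplexed: SteadyGlo luminescence measured ATXN2-luciferase expression after a fluorogenic Gly-Phe-AFC viability readout (25 uM final).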
Nrf2 activator: Nrf2 pathway activation; Potency, µM (series often up to 46.1 µM), inactives show top-dose activation, hits mostly activators; AREc32 ARE-luciferase reporter (MCF7-derived line), luminescence, 24 h; AID 624171; hit rate 0.31% among 410,000; also: % of control where 0% means no effect; nearly all actives have a fitted effect of over 65% in size
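ARE-driven firefly luciferase activity in AREc32 cells measured after a 24 hr compound exposure at 37 deg C, using Steady-Glo reagent and a 30 min room-temperature hold.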
Nrf2 block: inhibitors of Nrf2 signaling; A549 ARE-Fluc reporter, luciferase luminescence, 18-24 h; Potency, µM (titrated, usually from 46 µM), without a hit: at the top dose activity change, negative = inhibition, usual class: inhibitors; hit rate 2.1% among 360,000; AID 504444; also: % is scaled to controls: 0 for no effect and ±100 for the full control effect; nearly all actives have a fitted effect of over 60% in size
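Nrf2 activity is the BugLite luminescence, read 15 min after reagent at room temperature, following CellTiter-Fluor cytotoxicity readout (30 min, 37C). Compound titrations were applied for 18-24 h to 5000 A549 ARE_Fluc cells/well in 5% FBS OPTI-MEM.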
HepG2 viability: counter-screen for TGF-b inhibitors: cytotoxicity in HepG2 cells; HepG2 CAGA-GFP viability, ATP luminescence, 18 h; Potency, µM (titrated, usually from 46.1 µM), inactives show top-dose activity change, negative = cytotoxicity, usual class: cytotoxic; hit rate 0.76% among 410,000; also: some results filed as inactive show a strong effect at the top dose
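CellTiter-Glo luminescence gave cytotoxicity after 18 hours at 37 degrees C. The cells were HepG2 CAGA-GFP in 1% FBS DMEM, stimulated with 500 pg/mL TGF-beta after compound addition. %Activity was normalised to no-cell wells (complete cell-killing) and DMSO (no toxicity), and curves were fitted and classified.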
A549 viability: A549 cytotoxicity, counter-screen for Nrf2 inhibitors; A549 ARE-Fluc cells, CellTiter-Fluor viability, 18-24 h; hit rate 0.16% among 390,000; AID 504648; Potency, µM (highest dose often 46 µM), without a hit: top-dose activity change, negative = cytotoxicity, actives largely listed as inhibitors; also: % is scaled to controls: 0 for no effect and ±100 for the full control effect
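A549 ARE-Fluc cells in 5% FBS OPTI-MEM, 5000 cells/well, rested 2 h then exposed to compounds in concentration-response for 18-24 h at 37 °C. Viability by CellTiter-Fluor fluorescence (Ex 405/Em 525) after 30 min; luciferase luminescence (BugLite, 15 min, RT) read afterwards.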
TGFb inhibitor: TGF-b pathway inhibition; Potency, µM (titrated, usually from 46.1 µM), for the others: at the top dose activity, negative = inhibition, most hits filed as inhibitors; hit rate 1.2% among 410,000; HepG2 CAGA-GFP TGF-b/SMAD3 reporter, GFP fluorescence, 18 h; TGF-beta stimulated, 500 pg/mL final; also: % is scaled to controls: 0 for no effect and ±100 for the full control effect; nearly all actives have a fitted effect of over 65% in size
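Inhibition was scored as loss of TGF-beta-induced (500 pg/mL final, 18 hours, 37 degrees C) GFP in HEPG2 cells carrying a CAGA-GFP reporter, in DMEM with 1% FBS. Well GFP was summed per cell; Activity was normalised to unstimulated and stimulated DMSO wells, then concentration-response fitting.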
* marks the source's active call; other numbers are inactive results; i = inactive; ? = inconclusive; / = no result given; & = joins results of further samples; [ ] = remark or other dose. Calls follow the shape of the dose curve; as a rule, active = well fitted curve in the direction sought with a large enough effect; inconclusive = small, poorly fitted or top-dose-only effect, or another doubt; inactive = no such curve, though single readings can be large; an effect the other way counts as inactive or inconclusive. Potency is read from the fitted curve at half-maximal effect. The list is partial, so the mix of outcomes need not match the whole.

SMILES | ATXN viability | EPAC2 antag | MCF10A rereplic | ATXN2 expr inh | Nrf2 activator | Nrf2 block | HepG2 viability | A549 viability | TGFb inhibitor
CC(C)CC(c1nnnn1CC1CCCO1)N1CCN(c2cccc(Cl)c2)CC1 (configuration not stated) | i | 3% | ? | -22% | 0.5% | ? | 2% | -6% | 0%
CCOc1cc(/C=N/NC(=O)c2ccncc2)ccc1OC(=O)c1ccco1 | i | 5% | -1% | -7% | 1.0% | 12% | -2% | 3% | 0%
COc1cccc(CNC(=O)CCC2CCCN(C3CCOCC3)C2)c1 (configuration not stated) | i | 4% | 1% | -25% | 0.4% | 0% | 3% | 8% | -3%
Cc1ccc(CNC(=O)C(=O)NCC(c2cccs2)S(=O)(=O)c2ccc(C)cc2)cc1 (configuration not stated) | i | / | / | 1% | 4.3% | / | -16% | 14% | -16%
CS(=O)(=O)N(C(=O)NC(=O)NC12CC3CC(CC(C3)C1)C2)C1CCCCC1 | i | -3% | ? | / | -0.4% | -16% | -23% | 1% | 10%
CCOc1cc(C(=O)NC(C)CC)cc(OCC)c1OCC (configuration not stated) | i | -3% | 15% | -4% | 2.9% | / | -4% | -2% | 11%
O=C(C1CCN(S(=O)(=O)N2CCOCC2)CC1)N1CCN(c2ccccc2F)CC1 | i | 3% | 2% | / | -0.1% | 2% | -5% | 3% | 22%
COc1ccccc1S(=O)(=O)Cc1ccc(C(=O)NCc2ccccc2)o1 | i | -5% | 19% | 2% | 0.2% | -6% | -1% | 3% | -3%
CC(C)c1ccc(N=C2NN=C(c3cccs3)CS2)cc1 | / | -18% | 27% | 117%[activator] | 10% | ? | -20% | -2% | -2%
CCn1c(C(=O)NCc2ccccc2C)cc2oc3ccccc3c21 | / | / | / | / | -0.5% | ? | -29% | -1% | /
O=C(c1cccc(Oc2ccccc2)c1)N1CCN(c2ccccn2)CC1 | i | -20% | ? | -8% | 1.7% | ? | -18% | -6% | -8%
Cc1cccc(C)c1OCC(O)Cn1c2ccccc2c2ccccc21 (configuration not stated) | ? | -19% | 21µM* | ? | 0.0% | 2% | -97% | -14% | ?
CCCSc1ccc([C@@H]2[C@H]3C(=O)N(CC)C(=O)[C@H]3[C@]3(C(=O)OC)CCCN23)cc1 | i | 13% | -16% | -5% | -0.4% | 8% | -11% | -3% | 1%
CCOc1ccc(S(=O)(=O)N2CCN(c3cccc(C(F)(F)F)c3)CC2)cc1OCC | i | / | / | -7% | 1.0% | 6%[9.27 µM] | -30% | 15% | -29%
O=C(COC(=O)CCCSc1nc2ccccc2[nH]1)Nc1ccc(Cl)cc1 | i | -2% | -3% | -2% | 3.7% | ? | -6% | ? | 2%
COc1ccc(/C=N/NC(=O)c2ccncc2)cc1CSc1nc2ccccc2s1 | i | -3% | ? | 23% | 8.6% | 1% | -12% | -3% | -20%
CC(C)CCN1CCN(Cc2ccsc2)CC1CCO (configuration not stated) | i | 17% | -4% | 1% | -0.3% | 29% | 12% | -1% | 7%
Oc1cccc2ccc[n+](CC(O)Cn3c4ccccc4c4ccccc43)c12 (configuration not stated) | ? | -1% | 0% | -16% | 0.4% | 11% | -40% | -5% | ?
Cc1ccc(-c2cc(C(=O)N/N=C/c3ccc([N+](=O)[O-])o3)c3ccccc3n2)o1 | i | -4% | ? | -26% | 2.5% | 21µM* | 11µM* | ? | 14µM*
COc1ccc(-n2nnnc2SCC(=O)NCCc2ccccc2)cc1 | i | / | / | 5% | 0.5% | -24% | 0% | 0% | 12%
O=C(COC(=O)c1ccccc1C(=O)c1ccc(Cl)cc1)NCc1ccccc1 | i | ? | 16% | / | 20% | 0% | -20% | -7% | ?
COc1ccccc1CNC(=O)CCCCn1c(=O)c2ccccc2n(CC(=O)Nc2c(C)cc(C)cc2C)c1=O | i | / | / | 0% | -0.4% | 5% | 6% | -2% | 4%
CC(=O)c1c(N2CCN(Cc3ccccc3)CC2)nc(=S)n(Cc2ccccc2)c1C | i | -16% | 15% | -11% | 0.6% | 21µM* | -7% | ? | ?
COc1ccc(C(=O)NCC(c2ccc(F)cc2)N2CCOCC2)cc1S(=O)(=O)N1CCCC1 (configuration not stated) | i | 6% | 0% | 1% | 0.3% | 5% | 2% | 3% | 9%

Look-ups from above.
For Nrf2 block, `O=C(COC(=O)c1ccccc1C(=O)c1ccc(Cl)cc1)NCc1ccccc1` has the entry 0%
For Nrf2 activator, `CC(C)CCN1CCN(Cc2ccsc2)CC1CCO` (configuration not stated) has the entry -0.3%

Other results.
SMILES | ATXN viability | EPAC2 antag | MCF10A rereplic | ATXN2 expr inh | Nrf2 activator | Nrf2 block | HepG2 viability | A549 viability | TGFb inhibitor
COC(=O)c1c(NC(C)=O)sc(C(=O)Nc2ccccc2OC)c1C | i | 5% | 0% | -19%[11.3 µM] | 4.2% | -5% | -14% | 1% | ?
Cc1cc(C)c(NC(=O)C2CCN(c3nc4ccccc4[nH]3)CC2)c(C)c1 | / | / | / | / | 4.0% | / | -18% | -1% | -26%
Cc1ccc(NC(c2cccc(Cl)c2)c2nnc(-c3ccccc3)o2)cc1F (configuration not stated) | i | / | / | 10% | 20% | -14% | -41% | 2% | ?
CCn1cc(CNC(=O)C2CCC(=O)N(CCc3cccc(F)c3)C2)cn1 (configuration not stated) | i | 5% | ? | 18% | -1.0% | 4% | -2% | 6% | 11%
O=C(Nc1ccc(Cl)cc1)Nn1cnnc1 | i | 2% | -11% | -4% | -0.4%[9.22 µM] | 7% | 12% | 7% | -1%
Cc1ccc(NC(=O)Cc2ccc(-n3c(C)nc4cccnc43)cc2)cc1C | / | / | / | / | 1.5% | ? | -21% | 11% | ?
COc1ccc(Nc2nnc(-c3ccc(N4CCOCC4)c([N+](=O)[O-])c3)c3ccccc23)cc1 | i | 10% | 8% | 4% | 0.4% | -2% | 4% | 0% | ?
Cc1ccc(C(=O)Nc2cccc(C(=O)NCc3ccccc3)c2)o1 | i | 2% | ? | -4% | 0.4% | / | 4% | -3% | 0%
COc1ccc(C(=O)Nc2ccc3nc4n(c(=O)c3c2)CCCCC4)cc1OC | i | -9% | / | 8% | 1.8%&0.4% | 3% | 5%&-16% | -1% | 7%&-8%
O=C(Nc1cc(F)ccc1F)N1CCC(CN2CCCC2)CC1 | / | / | / | / | -1.0% | 13% | 2% | 2% | -4%
CC1Cc2ccccc2N1C(=O)Cn1cnc2ccccc2c1=O (configuration not stated) | i | -5% | -7% | -4% | -0.2% | 8% | -3% | 4% | -2%
COc1ccccc1CN(C)C(=O)c1cc(-c2cc(OC)c(OC)c(OC)c2)nc2ccccc12 | ? | -2% | ? | -32% | 8.6% | ? | -8% | -16% | -31%
O=c1c2cc3c(cc2nc2sc(Nc4cccc([N+](=O)[O-])c4)nn12)OCO3 | / | / | / | / | 0.0% | ? | -8% | -9% | 0%
CCOCCCNC(=O)CCC(=O)NNc1nc2ccccc2c2nc(C)nn12 | i | -6% | 0% | -10% | 0.3%&0.0% | -7%&14% | 4%&10% | 14%&-14% | -6%&-10%
CNC[C@H]1Oc2c(NS(=O)(=O)c3ccccc3)cccc2C(=O)N([C@H](C)CO)C[C@@H]1C | i | -10% | -12% | 3% | -0.8% | -10% | 4% | -3% | -17%
COc1ccc(OC)c(N/C(=N/C(=S)Nc2ccccc2)Nc2nc(C)cc(C)n2)c1 | ? | 7% | 2% | / | 0.7% | -21% | 47% | 3% | 25%
Cc1nn2c(C)c(C(=O)Nc3ccccc3)cnc2c1-c1ccccc1 | i | -12% | ? | -6% | 2.6% | -1% | 5% | -10% | -7%
CCn1c(SCC(=O)N2c3ccccc3CCc3ccccc32)nnc1-c1ccc(OC)cc1 | i | 4% | -2% | ? | 2.2% | -2% | 9% | 0% | 10%
O=C(Nc1ccc2c(c1)CCCN2C(=O)c1cccs1)c1ccc(F)c(F)c1 | 25µM* | / | / | ? | 0.0% | / | -19% | -7% | ?
CCn1cc(C2C3=C(CC(C)(C)CC3=O)N(c3ccc(C)cc3)C3=C2C(=O)CC(C)(C)C3)c(C)n1 | i | 15% | 5% | -8% | -0.5% | -27% | -6% | 5% | -13%
Cc1cc(=O)oc2cc3c(cc12)OCCO3 | i | 2% | 12% | 4% | -0.4% | -4% | -17% | -1% | 0%
Cc1nc(C(=O)Nc2ccc(Cl)cc2)sc1C1(C)CC(c2ccccc2)=NO1 (configuration not stated) | ? | -3% | 7% | 5% | 5.4% | ? | -35% | 0% | ?
CC12COC3(P(=O)(c4ccccc4)c4ccccc4)CC1CCC23CP(=O)(c1ccccc1)c1ccccc1 (configuration not stated) | ? | 2% | -27% | ? | -0.5% | ? | -8% | -16% | -9%
CCCCN(C(=O)c1cnccn1)c1c(N)n(CCC)c(=O)[nH]c1=O | i | 3% | 0% | 0% | 0.0% | -1% | -1% | -2% | 6%
O=C(O)c1ccc(N/N=C/c2cccc3nccnc23)cc1 | ? | -22% | 17% | 23% | 0.1% | ? | -27% | ? | ?
COCCn1c(C)cc(C(=O)COC(=O)c2ccc(N3CCCC3=O)cc2)c1C | i | 8% | 3% | 6% | 0.3% | -9% | 8% | -1% | 8%
CSc1ccc(/C=N/NC(=O)C[n+]2ccccc2)cc1 | i | 10% | -9% | -2% | 0.1% | 0% | 5% | -5% | 2%
COc1ccccc1-c1cc(C(=O)Nc2cc(C)nn2-c2ccccc2)no1 | ? | 13% | 1.3µM* | -15% | -1.2% | ? | -44% | -2% | -6%
CN(C)CCCn1c(-c2ccccc2)nc(=S)c2c1CCCC2 | i | -9% | -181%[0.0737 µM] | -7% | -0.1% | 0% | 0% | 1% | -17%

3 of the compounds above, in CSV form:
SMILES,ATXN viability,EPAC2 antag,MCF10A rereplic,ATXN2 expr inh,Nrf2 activator,Nrf2 block,HepG2 viability,A549 viability,TGFb inhibitor
CSc1ccc(/C=N/NC(=O)C[n+]2ccccc2)cc1,i,10%,-9%,-2%,0.1%,0%,5%,-5%,2%
COc1ccccc1-c1cc(C(=O)Nc2cc(C)nn2-c2ccccc2)no1,?,13%,1.3µM*,-15%,-1.2%,?,-44%,-2%,-6%
CN(C)CCCn1c(-c2ccccc2)nc(=S)c2c1CCCC2,i,-9%,-181%[0.0737 µM],-7%,-0.1%,0%,0%,1%,-17%
